KKLEB cytotox – CF airway cell cytotoxicity counter-screen; KKLEB CF airway cells viability, ATPlite luminescence, overnight; stronger effect = lower value; cells stimulated with P. aeruginosa culture filtrate; 360,000 compounds, 0.36% hits; activity change (cytotoxicity), % at 5 µM;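 active means corrected activity change at or below -50% at 5 µM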
LRH-1 inv ag – suppresses constitutive activity of human LRH-1 | O00482 | HEK293T StAR-luciferase reporter, LRH-1 transfected, 24 h | inhibition, % at 3.6 µM | 360,000 compounds, 0.13% hits | AID 602396;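 active means inhibition above the mean inhibition of all tested compounds plus 3 SD, cut at about 73% in these data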;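 further: 0% = DMSO wells and 100% = reporter-only cells lacking LRH-1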
NCOA3 inh – inhibits human SRC3 coactivator | Q9Y6Q9 | HEK293 GAL4-SRC3 luciferase reporter, luminescence | inhibition, % at 3.6 µM | 360,000 compounds, 0.17% hits | AID 588352;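 active means inhibition above a per-campaign cutoff, the mean of all compounds plus 3 SD, cut at about 60% in these data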;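 further: 0% = DMSO-treated cells and 100% = gossypol-treated cells at 36 µM; higher means less SRC3-driven luciferase light from the GAL4 reporter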
Target sequence (Q9Y6Q9 whole entry, looked up, the tested form may be a part): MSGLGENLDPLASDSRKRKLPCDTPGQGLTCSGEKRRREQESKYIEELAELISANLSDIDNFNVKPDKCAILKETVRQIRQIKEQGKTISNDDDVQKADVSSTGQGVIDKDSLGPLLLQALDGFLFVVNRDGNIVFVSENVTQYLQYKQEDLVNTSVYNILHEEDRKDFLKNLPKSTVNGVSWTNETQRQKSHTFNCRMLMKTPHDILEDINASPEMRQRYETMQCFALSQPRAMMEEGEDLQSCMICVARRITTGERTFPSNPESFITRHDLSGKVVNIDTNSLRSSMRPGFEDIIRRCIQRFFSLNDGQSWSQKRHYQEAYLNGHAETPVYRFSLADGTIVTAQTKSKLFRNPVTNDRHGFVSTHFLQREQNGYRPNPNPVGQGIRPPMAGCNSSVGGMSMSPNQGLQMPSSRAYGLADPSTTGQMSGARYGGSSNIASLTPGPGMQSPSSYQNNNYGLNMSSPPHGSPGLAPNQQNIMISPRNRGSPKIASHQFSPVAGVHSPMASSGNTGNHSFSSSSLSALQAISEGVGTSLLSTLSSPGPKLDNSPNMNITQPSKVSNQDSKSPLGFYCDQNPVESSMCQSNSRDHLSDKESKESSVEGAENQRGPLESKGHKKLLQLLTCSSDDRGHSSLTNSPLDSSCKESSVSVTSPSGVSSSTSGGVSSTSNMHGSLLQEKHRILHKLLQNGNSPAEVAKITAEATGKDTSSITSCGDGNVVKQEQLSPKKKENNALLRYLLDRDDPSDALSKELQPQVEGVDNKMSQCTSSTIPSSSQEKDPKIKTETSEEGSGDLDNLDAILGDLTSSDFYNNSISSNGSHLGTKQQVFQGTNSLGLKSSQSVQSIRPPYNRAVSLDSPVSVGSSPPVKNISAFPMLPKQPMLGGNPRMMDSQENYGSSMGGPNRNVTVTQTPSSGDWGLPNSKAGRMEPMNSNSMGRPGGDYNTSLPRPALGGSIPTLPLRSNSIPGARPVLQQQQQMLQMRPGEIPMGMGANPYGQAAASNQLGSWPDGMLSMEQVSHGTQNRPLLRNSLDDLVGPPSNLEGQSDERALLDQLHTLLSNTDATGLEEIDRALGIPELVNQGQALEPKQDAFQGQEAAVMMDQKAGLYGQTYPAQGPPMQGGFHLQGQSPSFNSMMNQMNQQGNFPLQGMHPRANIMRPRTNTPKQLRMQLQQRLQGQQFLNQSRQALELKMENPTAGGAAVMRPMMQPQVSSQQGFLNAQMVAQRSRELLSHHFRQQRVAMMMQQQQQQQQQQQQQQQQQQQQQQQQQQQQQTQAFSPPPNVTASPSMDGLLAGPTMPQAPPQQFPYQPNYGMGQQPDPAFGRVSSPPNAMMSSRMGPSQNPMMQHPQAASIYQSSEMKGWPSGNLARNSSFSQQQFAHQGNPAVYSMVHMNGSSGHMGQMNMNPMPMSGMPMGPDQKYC
TWEAK Fn14 block – TWEAK-Fn14 signaling inhibition; inhibition, % at 10 µM; 360,000 compounds, 2% hits; TWEAK-stimulated Fn14 reporter cells, luciferase luminescence, 8 h; in the data active means inhibition above about 50%
C8 TRAIL sens – caspase-8 TRAIL sensitization; NB7+C8 cells + TRAIL, ATPlite viability luminescence; inhibition (viability loss, TRAIL sensitization), % at 10 µM; 360,000 compounds, 1% hits;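 active means compounds causing at least 50% loss of cell viability in the single-dose screen, relative to plate controls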
TROY signal inh – inhibitors of TROY-dependent NF-kB signaling; AID 1347056; Q293 LMP1-TROYcd NF-kB luciferase reporter, 4 h; inhibition, % at 10 µM; 360,000 compounds, 0.98% hits;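 active means compounds whose plate-normalised and pattern-corrected inhibition of the luciferase reporter signal at the single screening dose is 50% or more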
COUP-TFII inh – blocks human COUP-TFII nuclear receptor; inhibition, % at 8.6 µM; P24468; 370,000 compounds, 0.7% hits; HEK293T NGFI-A luciferase reporter, luminescence;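 active means inhibition above a per-plate cutoff, mean inhibition of test wells between control levels plus 3 SD, cut at about 38% in these data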;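 further: cells cotransfected with COUP-TFII expression vector driving the NGFI-A reporter; 0% = median of COUP-TF2 test wells and 100% = reporter-only cells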
EBV LMP1 NFkB – reduces LMP1-driven NF-kappaB luciferase signal; 350,000 compounds, 0.69% hits; inhibition, % at 12.5 µM; LMP1-induced NF-kappaB luciferase reporter cells, luminescence; in the data active means inhibition above about 41%;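 further: 0% = neutral control wells and 100% = reference inhibitor control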
CF NFkB block – cystic fibrosis NF-kB activation inhibition; KKLEB NF-kB-GFP reporter, PAF-induced, GFP fluorescence overnight; inhibition, % at 5 µM; 360,000 compounds, 0.86% hits;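 active means at least 50% inhibition at 5 µM, scaled per plate between neutral and stimulator controls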;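 further: PAF is a Pseudomonas aeruginosa culture filtrate used as stimulus; plate controls were PAF-stimulated DMSO wells for no effect and unstimulated DMSO wells for full effect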
Shn3 inh set2 – Schnurri-3 reporter inhibition in Clone20 osteoblasts | Clone20 osteoblast Shn3 3'UTR firefly luciferase, 24 h | inhibition, % at 12.5 µM | 360,000 compounds, 0.52% hits;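 active means mean inhibition of at least 75% with every replicate also reaching 75%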;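 further: 0% = median of neutral control wells and 100% = pilot-screen positive control compound; some compounds past the cut are filed as inactive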
SRC1 inh – inhibits human SRC1 coactivator | HEK293 GAL4-SRC1 luciferase reporter, luminescence | inhibition, % at 3.6 µM | AID 588354 | Q15788 | 360,000 compounds, 0.12% hits;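 active means inhibition above the campaign mean plus 3 SD, with each screening campaign given its own cutoff, cut at about 60% in these data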;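 further: 0% = DMSO treated cells and 100% = gossypol at 36 µM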
The depositor's hits bear a star; · = not tested or not shown. These rows are one share of the data (hit frequency here may not be typical).

compound	KKLEB cytotox	LRH-1 inv ag	NCOA3 inh	TWEAK Fn14 block	C8 TRAIL sens	TROY signal inh	COUP-TFII inh	EBV LMP1 NFkB	CF NFkB block	Shn3 inh set2	SRC1 inh
COc1ccc(S(=O)(=O)NCCC(=O)NCc2ccccc2)cc1	4	2	-9	9	-6	-7	-15	2	-15	-4	-18
CCOC(=O)c1ccc(NC(=O)N2CCOCC2)cc1	-4	-39	-18	-6	14	-21	-6	-6	1	-68	-64
Cc1cc(NC(=O)CC#N)n(-c2nc3ccccc3[nH]2)n1	3	-15	-14	17	15	-8	-16	-18	-25	-26	-47
CN(Cc1cccs1)C(=O)CSc1nc(N)cc(N)n1	-8	14	11	11	0	-6	6	6	-19	-1	-27
CCCCSCCCNC(=O)c1ccc(CS(=O)(=O)c2ccc(OC)cc2)o1	10	-8	6	13	13	4	-9	2	-10	10	-20
CCOC(=O)c1c(C)[nH]c(C)c1S(=O)(=O)NCCN1CCN(c2cc(Cl)ccc2C)CC1	1	-2	6	10	19	30	14	11	2	9	-13
COc1ccc(-n2c(N)c(Br)c(=O)[nH]c2=O)cc1	-15	-5	-12	1	-6	-1	4	4	8	-11	-26
COc1ccc(N2C(=O)CC(SC(C)C)C2=O)cc1 (stereo not given)	9	10	15	23	-7	4	-7	2	-7	-15	-1
N#Cc1ccc(-c2ccc3c(c2)OCO3)nc1SCC(=O)OCc1ccccc1	-4	-33	-19	5	-9	-2	-1	-1	13	5	-4
COc1ccc(CN2C=C3C(=O)C(C)(OC(=O)C4CCCC4)C(=O)C=C3C=C2c2ccsc2)cc1 (stereo not given)	-4	1	-3	1	8	-1	20	-11	-11	30	-1
Cn1c(=O)c2cc(NC(=O)NCc3ccccc3)ccc2n1Cc1ccc(Cl)cc1	-10	9	-25	9	-7	-34	-10	·	10	4	-31
O=C(Nc1ccccn1)N1CCOCC1	4	-6	3	-12	-10	-9	8	-4	-9	-30	-17
Cc1cccc(C)c1NC(=O)CN(C)C(=O)CC1CC2CCC1C2 (stereo not given)	6	-19	5	4	0	-5	-6	-28	-1	-4	-1
CCN(CC)CCNC(=O)c1cc2ccccc2nc1Cl	15	1	0	5	3	-9	4	1	-19	9	-13
Cc1ccc(C2(C(=O)N3CCC(n4nc(-c5ccccc5)oc4=O)CC3)CC2)cc1	-1	1	-12	-16	-19	5	·	-1	0	0	-2
CCS(=O)(=O)Nc1ccc(C2=NN(C(=O)c3ccco3)C(c3ccc(C)cc3)C2)cc1 (stereo not given)	-2	3	4	0	-8	12	·	4	0	30	-27
CC(NCc1ccc2c(c1)OCO2)C(=O)NC1CCCc2ccccc21 (stereo not given)	-6	9	10	28	9	22	9	0	1	-1	-1
CCOc1ccccc1C(=O)NCC(=O)NNC(=O)c1csc(N2CCOCC2)n1	0	13	12	8	-9	4	9	-8	2	-13	-8
CCOC(=O)C(C)Oc1cccc2c(=O)n(CC(=O)NCc3ccc(F)cc3)ccc12 (stereo not given)	-10	-10	11	-6	-2	6	-8	6	10	27	13
Cc1cc(C)cc(N(CCC#N)C(=O)CSc2nc3nc(C)cc(C)n3n2)c1	10	4	-72	-21	1	8	-16	-2	-4	3	2
COc1cc(NC(=O)c2cc3nc(-c4ccccc4)cc(-c4ccccc4)n3n2)cc(OC)c1OC	-5	-38	5	-1	18	-8	0	2	29	79	-29
CC(NC(=O)c1ccc(N(C)C)cc1)c1ccc(F)cc1 (stereo not given)	4	-2	20	-4	-11	0	9	3	14	44	3
CCOc1ccc(C(=O)CSc2nnc(C3CC3)n2C)cc1	4	-2	-15	-18	5	-17	7	7	-4	-13	-17
COc1ccc(NC(=O)C2(C)CCN2Cc2ccccc2OC(F)F)cc1OC (stereo not given)	0	-21	3	11	0	-1	12	·	23	9	6
CN1CCN(c2ccc(S(=O)(=O)N3CCCCC3)cc2NC(=O)Cc2ccccc2F)CC1	6	-6	9	13	0	-3	3	-12	2	10	11
COc1ccc(NC(=O)c2cc(C(C)C)on2)cc1OC	9	-44	-46	8	0	-31	-14	-10	1	-20	-25
O=C(NCC1CCCO1)C1c2ccccc2C(=O)N1C1CCCCCCC1 (stereo not given)	-2	8	-17	-7	12	-27	10	2	8	-18	-8
c1ccc(CCCNCCCn2cnc3c(OCc4ccccc4)ncnc32)cc1	10	19	6	1	18	8	5	-3	1	0	-14
O=C(NC(=S)Nc1cccc(O)c1)C12CC3CC(CC(C3)C1)C2	12	-73	-70	-29	19	-83	-32	-17	-2	-60	-57
O=C(Nc1oc2ccccc2c(=O)c1-c1ccccc1)c1ccco1	16	2	-3	-8	0	-1	-21	2	-25	-22	-5
C=CCn1cccc(C(=O)Nc2ccc(N(C)C)cc2)c1=O	2	-55	-68	3	5	-3	-22	2	12	-123	-51
CCc1cc2c(SCC(=O)N3CC(=O)Nc4ccccc43)ncnc2s1	6	-1	7	-6	-10	16	6	8	-2	28	0
S=c1[nH]nc(-c2ccncc2)n1/N=C/C=C/c1ccco1	8	-13	-19	11	-7	-2	-1	6	8	6	6
O=Cc1ccc(N2CCCC2)c(F)c1	1	20	-10	7	-7	13	0	9	-3	7	-13
Cc1cc(NC(=O)CSc2ncc(C(=O)O)n2-c2ccc(F)cc2)no1	0	5	4	14	9	-9	7	-2	20	-1	-20
Cc1ccc(CCNC(=O)c2cc(C)nn2-c2ccccc2)cc1	-6	0	1	-1	-2	-10	15	12	18	13	-19
CC[C@@]12C(=O)N(c3cccc(Br)c3)C(=O)N1[C@H](c1ccc(F)cc1)[C@@H]1C(=O)N(C3CCCCC3)C(=O)[C@@H]12	-5	5	11	24	9	7	-3	2	5	3	3
Cn1nccc1CNC(=O)c1c(Cl)cnn1C	8	-14	1	8	-5	1	1	-2	-13	1	4
CC1(C(=O)N(c2ccccc2)C(C(=O)NC2CCCC2)c2ccccn2)CC(=O)N=C2C=CC=CN21 (stereo not given)	0	13	-14	-3	-9	7	9	15	8	5	-11
O=C(COC(=O)c1ccccc1NC(=O)c1ccco1)NCCC1=CCCCC1	10	-39	-49	-12	-8	-34	-22	-31	-10	-43	-40
NNC(=O)c1[nH]c2ccccc2c1-c1ccccc1	-11	36	16	7	3	14	-57	3	-15	17	-13
CSc1nsc(SCC(=O)Nc2ccccn2)n1	-4	-14	-64	-10	-20	-23	-20	-8	2	-20	-20
O=C(c1cc2ccccc2oc1=O)N(Cc1cccs1)CC1CCCO1 (stereo not given)	14	-2	10	-10	7	-1	6	11	-13	-9	8
CCCn1nnc(NC(=O)C(C)Oc2ccc(Cl)cc2Cl)n1 (stereo not given)	10	2	16	-15	28	1	3	5	-9	-4	-12
CCOC(=O)c1c(NC(=O)CSc2nnc(CN3CCOCC3)n2C)sc2c1CCCC2	-6	-21	2	12	-2	9	-7	5	-1	23	-5
O=C(Cn1nnc(-c2ccccc2F)n1)Nc1cccc2ncccc12	-5	-7	-8	6	-1	8	-17	0	6	31	2
COc1cccc(COC(=O)c2ccc3c(c2)NC(=O)C(C)S3)c1OC (stereo not given)	1	14	-51	3	2	21	13	-10	4	66	-47
CCOC(=O)C1=CCN(S(=O)(=O)c2ccccc2C)C1c1ccccc1 (stereo not given)	-8	-2	9	3	-12	7	15	·	8	8	-5
CCN(CC)C(=O)C1=C(C)N(Cc2ccccc2)C(=O)C(CC(=O)NCc2cccc3ccccc23)C1 (stereo not given)	-8	20	-20	-9	-4	9	12	1	6	4	8
O=C1c2ccccc2C(=O)N1CSc1ncccn1	-1	0	-36	-15	-1	5	-13	3	10	-11	-19

Next records
compound	KKLEB cytotox	LRH-1 inv ag	NCOA3 inh	TWEAK Fn14 block	C8 TRAIL sens	TROY signal inh	COUP-TFII inh	EBV LMP1 NFkB	CF NFkB block	Shn3 inh set2	SRC1 inh
O=C(NCC(F)(F)F)N1CCOCC1	-2	-8	15	-11	-1	1	-11	-8	-14	1	6
C=C(c1ccc(OCCO)cc1)c1ccc(OCCO)cc1	-3	-12	-14	-3	-10	-14	6	-2	10	1	-8
COc1ccc(CN2CCc3ccc(NC(=O)CCc4ccccc4OC)cc3C2)c(O)c1	-8	-14	-12	35	18	35	26	14	-5	2	13
CS(=O)(=O)N1CCN(c2ccc([N+](=O)[O-])cc2F)CC1	10	0	8	1	2	16	-12	3	5	9	-1
Cc1ccc2c(c1)C(=O)C(=O)N2Cc1ccc(Br)cc1	-22	8	-13	2	-2	17	-21	1	62*	-6	2
Cc1noc(NS(=O)(=O)c2ccc(NC(=O)C34CC5CC(C3)CC(n3cnc(Br)n3)(C5)C4)cc2)c1C	0	-10	15	8	2	10	9	-5	-1	-2	6
CC1(C)CC(NC(=O)CSc2ccccc2)CC(C)(C)N1	0	12	-4	31	5	-19	-8	6	0	15	7
COc1cccc(NC2c3ccccc3C(=O)N2Cc2ccccc2Cl)c1 (stereo not given)	6	12	2	-23	16	10	-17	-10	6	-22	2
Cc1cccc2cc(C3CC(c4cccs4)=NN3S(C)(=O)=O)c(Cl)nc12 (stereo not given)	-2	9	8	-11	-3	8	-2	5	8	37	1
Cc1ccc(S(=O)(=O)N(C)c2ccc(C(=O)NCC3CCCO3)cc2)cc1 (stereo not given)	0	21	-1	12	1	-1	11	0	0	-29	-13

2 neighbouring entries from above, quoted:
compound	KKLEB cytotox	LRH-1 inv ag	NCOA3 inh	TWEAK Fn14 block	C8 TRAIL sens	TROY signal inh	COUP-TFII inh	EBV LMP1 NFkB	CF NFkB block	Shn3 inh set2	SRC1 inh
O=C(NCC(F)(F)F)N1CCOCC1	-2	-8	15	-11	-1	1	-11	-8	-14	1	6
C=C(c1ccc(OCCO)cc1)c1ccc(OCCO)cc1	-3	-12	-14	-3	-10	-14	6	-2	10	1	-8

The results go on:
compound	KKLEB cytotox	LRH-1 inv ag	NCOA3 inh	TWEAK Fn14 block	C8 TRAIL sens	TROY signal inh	COUP-TFII inh	EBV LMP1 NFkB	CF NFkB block	Shn3 inh set2	SRC1 inh
CCCCCn1c(CN2CCN(C(=O)OCC)CC2)nc2c1c(=O)[nH]c(=O)n2C	-5	-1	0	13	-17	8	17	-2	-14	-9	3
CCOC(=O)c1c(-c2cccs2)csc1NC(=O)COC(=O)c1c(C)noc1C	-9	7	-1	25	-13	24	5	1	16	7	0
CCOC(=O)c1c(-c2ccco2)csc1NC(=O)COC(=O)c1cnccn1	4	8	-9	2	14	-1	1	-2	6	18	-1
O=C(NN1CCOCC1)c1cc(-c2cccs2)nc2ccccc12	-1	11	5	-5	5	-3	9	0	5	-9	1
CCc1ccc2oc(-c3cccc(NC(=O)c4cccnc4)c3)nc2c1	-7	-102	-63	39	27	9	-11	-12	-15	-17	-77
Cc1ccc(NS(=O)(=O)c2cccc(C(=O)N3CCCCCC3)c2)cc1	-5	-16	10	7	12	-21	8	3	-1	0	2
CCN1CCN(CC(=O)Nc2nc3ccc(OC)cc3s2)CC1	-6	-2	-27	17	11	-16	-12	-8	8	4	-3
O=C(Nc1ccccc1)Nc1ccc2ccccc2c1	-6	-126	-77	-24	10	-54	-32	-10	11	-84	-37
CC1(C)CC(NC(=O)C23CCC(C)(/C(=N/O)C2)C3(C)C)CC(C)(C)N1 (stereo not given)	1	-1	13	22	7	-16	-13	-2	-1	-26	8
O=C(Cc1ccccc1)N/N=C/C=C/c1ccccc1[N+](=O)[O-]	2	-28	-3	-9	-1	-43	-23	·	-15	-13	-27
